Compound activity from PubChem BioAssay.
GAA inh = qHTS Assay for Inhibitors of Human alpha-Glucosidase as a Potential Chaperone Treatment of Pompe Disease. Lysosomal alpha-glucosidase (Homo sapiens), P10253. purified human GAA, 4-MU-alpha-glucoside fluorescence. Potency, µM (series often up to 76.9 µM), without a hit: at the top dose activity change, negative = inhibition, usual class: inhibitors. 200,000 compounds, 0.005% hits. AID 1466, 2008;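 further: plate controls were uninhibited enzyme wells for no effect and no-enzyme background for full effect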
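Activity normalized between no-enzyme (basal) and enzyme-only wells. Conditions: 4 nM human enzyme, 400 uM fluorogenic substrate, citrate/phosphate pH 5.0 with Tween-20, 20 min room temperature, compounds up to 77 uM.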
ALDH1A1 inh = qHTS Assay for Inhibitors of Aldehyde Dehydrogenase 1 (ALDH1A1). Potency, µM (top dose mostly 75.3 µM), without a hit: at the highest dose activity, negative = inhibition, usual class: inhibitors. 220,000 compounds, 7.3% hits. AID 1030, 2008. Purified ALDH1A1, NADH fluorescence, propionaldehyde substrate. Aldehyde dehydrogenase 1A1 (Homo sapiens), P00352; active means well fitted inhibition curve with a large enough effect, not every such curve was filed as active; inconclusive means small, poorly fitted or top-dose-only effect, or another doubt; inactive means no such curve, though single readings can be large or run the other way;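 further: plate controls were no enzyme wells and a reference inhibitor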
Target sequence (P00352 whole entry, looked up): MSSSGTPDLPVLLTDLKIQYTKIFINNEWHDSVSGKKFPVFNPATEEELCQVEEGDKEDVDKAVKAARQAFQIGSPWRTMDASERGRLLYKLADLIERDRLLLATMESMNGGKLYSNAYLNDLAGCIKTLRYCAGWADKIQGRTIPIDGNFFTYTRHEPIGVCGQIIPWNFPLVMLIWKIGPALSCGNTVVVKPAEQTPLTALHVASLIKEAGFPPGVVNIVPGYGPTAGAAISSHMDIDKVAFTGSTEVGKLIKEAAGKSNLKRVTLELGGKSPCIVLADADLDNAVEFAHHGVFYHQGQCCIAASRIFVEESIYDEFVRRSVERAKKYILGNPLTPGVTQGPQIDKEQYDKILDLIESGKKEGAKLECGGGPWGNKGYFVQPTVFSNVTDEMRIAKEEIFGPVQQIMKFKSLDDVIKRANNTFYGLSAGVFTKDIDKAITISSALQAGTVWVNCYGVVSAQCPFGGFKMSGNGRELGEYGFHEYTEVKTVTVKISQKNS
GAA spleen mod = qHTS Assay for Inhibitors and Activators of Human alpha-Glucosidase From Spleen Homogenate; 240,000 compounds, 0.006% hits; Lysosomal alpha-glucosidase (Homo sapiens), P10253; Potency, µM (titrated, usually from 79.9 µM), for the others: top-dose activity change, negative = inhibition, usual class: inhibitors; human spleen homogenate, 4-MU-alpha-glucoside fluorescence;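 further: 0% = enzyme with vehicle and -100% = no enzyme basal signal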
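Enzyme source: human spleen homogenate, 1 ug/well. Buffer 50 mM citric acid/K phosphate pH 5.0, 0.01% Tween-20. 4-MU-alpha-glucoside 1 mM; 37 C x 40 min; NaOH/glycine stop; fluorescence.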
Epigenetic reg = Quantitative High-Throughput Screen for Regulators of Epigenetic Control; AID 1865, 2009; Potency, µM (series often up to 53.9 µM), for inactives: top-dose GFP activation, most hits filed as activators; murine LDR cells, GFP reporter derepression, 30 h; 280,000 compounds, 0.2% hits; further: % of control where 0% means no effect; nearly all actives have a fitted effect of over 60% in size
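Reporter derepression read as number of fluorescent GFP-positive objects, 20-120 um in size, counted by laser-scanning cytometer. Mouse LDR line with an epigenetically silenced CMV-GFP locus; compound incubation 30 h, 37 C.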
GAA glycogen = qHTS Assay for Inhibitors and Activators of Human alpha-Glucosidase Cleavage of Glycogen | 300,000 compounds, 0.38% hits | Potency, µM (highest dose often 76.4 µM), for inactives: at the highest dose activity change, negative = inhibition, actives largely listed as inhibitors | Lysosomal alpha-glucosidase (Homo sapiens), P10253 | AID 2100, 2009 | recombinant GAA, glycogen substrate, Amplex Red glucose oxidase fluorescence;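 further: 0% = full enzyme reaction and -100% = no-enzyme basal signal; the screen sought inhibitors and activators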
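Natural-substrate format: glycogen cleavage by 4 nM human enzyme, glucose read by Amplex Red coupling (Ex 573, Em 610 nm). Normalized to enzyme and no-enzyme controls.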
GLA spleen mod = qHTS Assay for Inhibitors and Activators of Human alpha-Galactosidase From Spleen Homogenate | human spleen homogenate, 4MU-alpha-Gal fluorescence, 40 min | Potency, µM (doses to about 80 µM), without a hit: at the top dose activity change, negative = inhibition, usual class: inhibitors | 240,000 compounds, 0.008% hits;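 further: 0% = enzyme with vehicle and -100% = no enzyme basal signal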
Target sequence (P06280 32-429 limits assumed): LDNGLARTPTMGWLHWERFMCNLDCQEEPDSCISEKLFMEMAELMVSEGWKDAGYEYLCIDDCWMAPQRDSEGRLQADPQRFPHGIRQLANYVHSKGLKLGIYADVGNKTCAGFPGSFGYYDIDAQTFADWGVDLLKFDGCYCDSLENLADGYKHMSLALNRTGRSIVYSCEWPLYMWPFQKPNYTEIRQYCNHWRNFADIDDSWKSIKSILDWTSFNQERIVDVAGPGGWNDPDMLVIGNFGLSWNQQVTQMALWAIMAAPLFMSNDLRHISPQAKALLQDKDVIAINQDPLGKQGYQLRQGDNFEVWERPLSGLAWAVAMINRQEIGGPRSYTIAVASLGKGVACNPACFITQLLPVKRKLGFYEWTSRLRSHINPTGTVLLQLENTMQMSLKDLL
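Human spleen homogenate (1 ug) as enzyme source, 4-methylumbelliferyl-alpha-D-galactopyranoside 1 mM final, citrate/phosphate pH 5.0 with 0.01% Tween-20. Compounds 40 min at 37C, NaOH/glycine stop; fluorescence Ex 365/Em 440, Hill-fit AC50.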
Tau fluor cs = Counterscreen qHTS for Inhibitors of Tau Fibril Formation, Fluorescence Polarization | tau K18 P301L (four-repeat tau fragment) Alexa594 fluorescence, heparin fibrillization | 280,000 compounds, 0.93% hits | Potency, µM (series often up to 57.7 µM), for inactives: at the highest dose activity change, negative = decrease; further: on the % scale 0 is the no-effect control and ±100 the full control effect; nearly all actives have a fitted effect of over 55% in size
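Human K18 P301L tau (15 uM unlabeled plus 0.24 uM Alexa 594-labeled, final) in 100 mM sodium acetate pH 7 was mixed with compound and 20 uM heparin and incubated 6 hr at 37 C.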
NPSR antag = qHTS Assay for Antagonists of the Neuropeptide S Receptor: cAMP Signal Transduction | 220,000 compounds, 1% hits | CHO-NPSR cells, cAMP TR-FRET, antagonist mode | AID 1461, 2008 | Potency, µM (titrated, usually from 38.3 µM), for inactives: at the top dose activity change, negative = inhibition, usual class: inhibitors | Q6W5P4; further: on the % scale 0 is the no-effect control and ±100 the full control effect; nearly all actives have a fitted effect of over 50% in size; many of its hits are not listed in these tables
Active calls of the source: *; u = inconclusive; x = not tested or not shown; & = joins results of further samples; [ ] = another dose, or the depositor's remark. Unless noted, the call rests on the fitted dose curve; in most records, active means well fitted curve in the direction sought with a large enough effect; inconclusive means small, poorly fitted or top-dose-only effect, or another doubt; inactive means no such curve, though single readings can be large; an effect the other way counts as inactive or inconclusive. Potency means the concentration at half of the fitted maximal effect.

SMILES	GAA inh	ALDH1A1 inh	GAA spleen mod	Epigenetic reg	GAA glycogen	GLA spleen mod	Tau fluor cs	NPSR antag
CCOC(=O)c1c(NC(=O)c2cc(-c3ccc(O)cc3)on2)sc(C(C)=O)c1C	7%	22µM*	1%	9.5%	5%	4%	-25%	0%
CCCc1cc(C(=O)Nc2ccn(Cc3ccc(C)cc3)n2)no1	x	x	-21%	0.0%	1%	-3%	-4%	-7%
COc1ccc(-n2c(=O)cc(N3CCOCC3)[nH]c2=O)cc1	-1%	0%	9%	1.5%	-11%	8%	3%	13%[46.1 µM]
CSc1nc2c(ccc3ccccc32)o1	-5%	0%	2%	2.0%	-4%	1%	-1%	13%[46.1 µM]
CCOC(=O)N1CCN(c2c(N3CCN(c4ccccn4)CC3)c(=O)c2=O)CC1	-8%	5%	1%	0.0%	3%	-2%	-2%	-5%[46.1 µM]
COC(=O)c1nc(NC(=O)C(C)C)n[nH]1	-4%	u	-4%	0.0%	-1%	4%	1%	-1%[46.1 µM]
Cc1cc(-c2cc(C(=O)NCc3ccccc3)on2)nc(NC2CCCC2)n1	x	x	1%	2.5%	-2%	-6%	-18%	-19%
CCCOc1ccc(N2CC(C(=O)Nc3ccccc3C(=O)NCc3ccco3)CC2=O)cc1 (stereo unspecified)	u	4%	-7%	-1.1%	2%	-3%	-12%	-2%[46.1 µM]
COC(=O)c1ccc(NC(=O)c2ccccc2NS(C)(=O)=O)cc1	0%	-2%	-10%	2.5%	-3%	-3%	-4%	-4%[46.1 µM]
CCOCCCNC(=S)N1CCCN(c2nc3cc(C)ccc3cc2C#N)CC1	10%	u	4%	-1.1%	8%	7%	u	-43%
Cc1ccc(C)c(NC(=S)N(C)CCO)c1	-5%	6%	0%	0.9%	8%	5%	-6%	14%
CCOC(=O)c1c(NC(=O)CN(CC)CC)sc2c1CCC2	-3%	1%	-9%	-1.0%	-3%	-1%	-17%	u
COC(=O)c1sc(N)nc1C(C)(C)C	-18%	2%	-6%	1.2%	-2%	-3%	-18%	9%[46.1 µM]
O=C(Cn1cnc([N+](=O)[O-])n1)N/N=C/c1cc(Cl)ccc1O	5%	8%	-18%	0.9%	0%	3%	1%	6%
Cc1cc(-c2ccccc2)n2ncnc2n1	x	x	-1%	-4.2%	4%	0%	u	11%
COc1cc2ccccc2cc1C(=O)OCC(=O)N1CCOCC1	u	u	14%	5.1%	-10%	u	6%	-9%[46.1 µM]
COc1ccc(Br)cc1CN(C)CC(=O)Nc1ccccc1Cl	-5%	0%	-5%	-0.9%	-4%	2%	-14%	-12%[46.1 µM]
CCOc1ccc(S(=O)(=O)n2cc(-c3ccc(F)cc3)c(N)n2)cc1	-8%	-2%	-7%	-0.8%	-17%	-12%	u	u
Cc1cc(NC(=O)Cc2c(F)cccc2Cl)no1	-2%	-4%	-6%	-7.9%	0%	-6%	6%	-7%[46.1 µM]
CCOc1ccccc1CN1CCN(Cc2ccc(C)o2)CC1CCO (stereo unspecified)	7%	u	0%	1.0%	-7%	0%	-5%	-13%
O=C(CN1C(=O)c2ccccc2C1=O)Nc1cccc2cccnc12	-14%	-5%	4%	-0.2%	u	0%	-18%	u
CCOC(=O)C1=C(CN2CCc3ccccc32)NC(=O)NC1c1ccc(Cl)cc1 (stereo unspecified)	u	25µM*	-6%	1.4%	-22%	-11%	-22%	u
CCC(=O)Nc1ccc(/C(C)=N\NC(=O)c2ccc(C)s2)cc1	8%	-8%	-10%	-1.1%	13%	-1%	-11%	-17%[46.1 µM]
CC(CCc1ccccc1)NC(=O)COc1ccc(S(=O)(=O)N2CCOCC2)cc1[N+](=O)[O-] (stereo unspecified)	-5%	u	-8%	-1.3%	4%	5%	-17%	-4%
CC(C)=CCN1CCN(Cc2ccoc2)CC1CCO (stereo unspecified)	x	4%	9%	-1.2%	-5%	6%	19%	-22%
New compounds follow
SMILES	GAA inh	ALDH1A1 inh	GAA spleen mod	Epigenetic reg	GAA glycogen	GLA spleen mod	Tau fluor cs	NPSR antag
COc1ccc(/C=N/Nc2nc3ccccc3o2)cc1OC	-5%	16%	-3%	4.7%	-8%	-13%	-23%	-5%[46.1 µM]
O=C(/C=C\c1cn(-c2ccccc2)nc1-c1ccc2c(c1)OCCO2)N1CCOCC1	1%	u	0%	-1.3%	-19%	-3%	u	-25%
NC(=O)Nc1ccccc1C(=O)N1CCC(O)(c2ccc(Cl)cc2)CC1	-2%	3%	2%	-0.2%	5%	0%	11%	-8%
Cc1cc2ncc(-c3ccc(Cl)cc3)cn2n1	12%	8%	4%	7.5%	5%	8%	2%	-5%
COc1ccccc1-c1c(C(F)(F)F)oc2cc(OC(=O)c3ccc([N+](=O)[O-])cc3)ccc2c1=O	-12%	u	-5%	1.0%	-7%	-6%	u	-16%[46.1 µM]
O=c1n(-c2ccc(Br)cc2)cnn1-c1ncccc1[N+](=O)[O-]	-1%	7%	1%	-1.3%	15%	0%	-7%	-9%
c1ccc(NCc2nc3ccccc3n2CCOc2ccccc2)cc1	-3%	-6%	-4%	1.0%	-7%	-4%	u	-7%
COc1ccc(-n2nc(C(=O)NCC(=O)Nc3cccc(NC(C)=O)c3)c3ccccc3c2=O)cc1	2%	u	-4%	-0.1%	-11%	-4%	10%	-12%
COc1ccc(N2CCN(c3ccc([N+](=O)[O-])nc3)CC2)cc1	-1%	6%	7%	0.0%	-16%	5%	-22%	0%
CCOc1ccc(N=C2NC(=O)C(CC(=O)Nc3ccc(OC)cc3)S2)cc1 (stereo unspecified)	8%	13%	5%	-3.1%	-7%	5%	-11%	-5%
COc1ccc(-c2[nH]ncc2-c2nc(C)cs2)c(O)c1	4%	-9%	-2%	2.4%	-3%	-4%	-10%	3%
Cc1ccc(Cn2c(=O)n(-c3ccccc3)c(=O)c3ccc(C(=O)NCc4ccco4)cc32)cc1	1%	-5%	-7%	17%&8.4%	2%[76.3 µM]	-8%	-23%&-20%	-5%
COc1ccc(CCNC(=O)COc2ccc([N+](=O)[O-])cc2)cc1	3%	u	10%	2.3%	-4%	4%	-7%	3%
CCOC(=O)c1c(NC(=O)c2cc3n(n2)C(C(F)(F)F)CC(c2ccccc2)N3)sc(C)c1C (stereo unspecified)	u	u	0%	3.2%	-10%	4%	-4%	-22%
C#Cc1ccc([C@@H]2C=C(C(=O)OCC=C)O[C@H](OCCCCO)C2)cc1	x	16µM*	7%	-1.5%	-9%	18%	-8%	16%
C=CCn1cc(/C=C2\SC(N3CCOCC3)=NC2=O)c2ccccc21	x	x	1%	0.0%	-3%	7%	-13%	-29%
O=C(CCCCCN1C(=O)CCC1=O)Nc1ccc(Br)cc1F	1%	-2%	-5%	-0.8%	3%	-4%	1%	-5%[46.1 µM]
O=C(CNC(=O)c1ccccc1Br)N/N=C/c1ccc(O)cc1	7%	u	-4%	-0.4%	1%	-7%	0%	3%
CCc1ccc(CNc2ccc3c(c2)ncn3C)cc1	4%	-16%	6%	-1.0%	u	4%	-26%	1%[46.1 µM]
Cc1ccc(Nc2ncc(C(=O)NCCCN3CCN(C)CC3)c3ccccc23)cc1Cl	3%	0%	u	3.0%	-2%	6%	-11%	-15%
COc1ccccc1-c1cnnc(N/N=C/c2ccc(-c3cccc(Br)c3)o2)n1	-8%	3%	-2%	-1.0%	-4%	5%	u	-19%
Cn1c(COc2ccccc2)nnc1SCC(=O)NCc1ccccc1	u	21%	4%	-8.7%	-2%	2%	-5%	-10%[46.1 µM]
Fc1ccc2nc(Nc3nc4c(s3)CCCC4)sc2c1	11%	3%	-9%	0.4%	-1%	-4%	u	u
Cc1ccc(-c2nn(-c3ccccc3)cc2C(=O)Nc2ccc(C(=O)O)cc2)cc1	-4%	1%	-13%	-1.5%	-5%	-8%	-10%	-40%
CS(=O)(=O)N(Cc1ccc(C(=O)NC2CCCC2)cc1)c1ccccc1	-2%	-9%	0%	1.0%	14%	-1%	-5%	-32%

The final 3 compounds of the part before come first, to join the parts:
SMILES	GAA inh	ALDH1A1 inh	GAA spleen mod	Epigenetic reg	GAA glycogen	GLA spleen mod	Tau fluor cs	NPSR antag
Fc1ccc2nc(Nc3nc4c(s3)CCCC4)sc2c1	11%	3%	-9%	0.4%	-1%	-4%	u	u
Cc1ccc(-c2nn(-c3ccccc3)cc2C(=O)Nc2ccc(C(=O)O)cc2)cc1	-4%	1%	-13%	-1.5%	-5%	-8%	-10%	-40%
CS(=O)(=O)N(Cc1ccc(C(=O)NC2CCCC2)cc1)c1ccccc1	-2%	-9%	0%	1.0%	14%	-1%	-5%	-32%
COc1ccc2[nH]c3c(NCc4ccco4)ncnc3c2c1	-1%	u	5%	0.0%	-11%	0%	u	-22%[46.1 µM]
CNC(=O)CN(c1cc(C)ccc1C)S(C)(=O)=O	-17%	8%	-2%	-2.1%	8%	6%	2%	-2%[46.1 µM]
Cc1cccc(N2CCN(C(=O)c3ccc4nc(-c5ccco5)c(-c5ccco5)nc4c3)CC2C)c1 (stereo unspecified)	0%	u	-9%	0.0%	1%	11%	-25%	u
CC(=O)Nc1ccc(CN2CCCC(C(=O)c3ccc(C(F)(F)F)cc3)C2)cc1 (stereo unspecified)	x	9%	-3%	1.1%	9%	-8%	-3%	3%
Cc1cc(Cl)c(OCCOCCN2CCCC(C)C2)c(Br)c1 (stereo unspecified)	u	-11%	-2%	0.5%	-18%	-2%	-5%	22%
COc1ccc(C2CC(=O)C(C=NCCN3CCNCC3)=C(O)C2)cc1OC (stereo unspecified)	-9%	u	4%	-12%	2%	5%	-6%	2%[46.1 µM]
CC1(C)CC(=O)C=C(NCCN2CCN(C(=S)NC3CCCCC3)CC2)C1	-5%	2%	0%	-0.3%	1%	0%	8%	-12%
CCOC(=O)c1sc(=NC(=O)c2ccc(Cl)s2)n(C)c1C	5%	u	1%	4.6%	11%	1%	-1%	-52%
Cn1c(=O)[nH]c(=O)c2c1nc(Br)n2CCSc1ncccn1	-3%	15%	3%	1.1%	8%	3%	-6%	-7%[46.1 µM]

The list is partial; rates above refer to the full screens.
